miR-122 sensor = inhibitors of miR-122 in Huh7 cells | Huh7 miR-122 Renilla luciferase sensor, 48 h; neutral wells = 0, positive control = 100 | 340,000 tested, 0.3% active | activation (reporter increase), % at 12.5 µM;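 active = mean replicate activation score at least 90 and every replicate individually at or above 90; inconclusive = only one of the two criteria met; inactive = neither criterion met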;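 also: higher luciferase means less miR-122 activity so hits act as miR-122 inhibitors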
CASP6 VEID inh = inhibitors of human caspase-6; 350,000 tested, 0.53% active; P55212; inhibition, % at 12.5 µM; purified caspase-6, Z-VEID-R110 cleavage fluorescence;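 active = mean inhibition across replicates at least about 35%, with every replicate also reaching that limit, limit read from the data; inconclusive = only one of the two criteria met; inactive = neither criterion met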;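 also: 0% = median of neutral control wells and 100% = no fluorescence left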
ERAP1 HTS inh = blocks human ERAP1 aminopeptidase activity. Q9NZ08. recombinant ERAP1, Leu-AMC fluorescence, 60 min. inhibition, % at 10.7 µM. 340,000 tested, 0.15% active;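 active = mean replicate inhibition of at least 30%, or all replicates individually reaching that 30% level; inactive = mean below 30% and not every replicate reaching it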;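 also: 0% = neutral control wells and 100% = L-leucinethiol positive control wells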
Target sequence (Q9NZ08 whole entry, looked up): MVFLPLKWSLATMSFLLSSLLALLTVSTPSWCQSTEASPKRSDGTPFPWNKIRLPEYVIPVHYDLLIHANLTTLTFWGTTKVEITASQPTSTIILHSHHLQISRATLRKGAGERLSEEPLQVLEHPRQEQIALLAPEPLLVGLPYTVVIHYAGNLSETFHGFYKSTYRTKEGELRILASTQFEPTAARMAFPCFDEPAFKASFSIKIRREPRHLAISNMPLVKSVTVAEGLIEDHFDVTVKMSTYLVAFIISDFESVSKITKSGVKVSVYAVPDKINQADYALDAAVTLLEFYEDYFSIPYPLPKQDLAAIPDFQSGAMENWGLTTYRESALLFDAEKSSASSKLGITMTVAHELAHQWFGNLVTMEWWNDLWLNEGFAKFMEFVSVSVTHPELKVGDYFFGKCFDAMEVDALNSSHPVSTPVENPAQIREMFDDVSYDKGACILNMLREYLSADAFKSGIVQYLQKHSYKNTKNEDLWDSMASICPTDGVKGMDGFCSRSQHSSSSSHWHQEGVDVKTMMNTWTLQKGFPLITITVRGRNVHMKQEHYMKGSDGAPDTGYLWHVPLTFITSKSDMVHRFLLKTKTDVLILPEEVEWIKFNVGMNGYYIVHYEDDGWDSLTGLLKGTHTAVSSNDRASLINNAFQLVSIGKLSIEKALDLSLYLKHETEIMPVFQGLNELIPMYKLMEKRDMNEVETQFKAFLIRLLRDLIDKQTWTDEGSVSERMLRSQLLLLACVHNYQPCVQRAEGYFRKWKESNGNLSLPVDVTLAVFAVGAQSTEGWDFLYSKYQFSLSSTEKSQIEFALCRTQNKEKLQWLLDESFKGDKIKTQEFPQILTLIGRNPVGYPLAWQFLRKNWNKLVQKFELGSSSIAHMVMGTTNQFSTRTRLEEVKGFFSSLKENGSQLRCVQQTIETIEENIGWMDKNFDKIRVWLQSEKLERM
SIRT5 inh = inhibitors of human sirtuin-5 desuccinylase; AID 652115; Purified SirT5, succinyl-peptide AMC, trypsin-coupled fluorescence; inhibition, % at 15 µM; Q9NXA8; 330,000 tested, 1.1% active; in the data active = inhibition above about 15%; inconclusive = no clear call, values can overlap the other calls
ERp5 inh = ERp5 (human) disulfide isomerase inhibition. Q15084. ERp5 insulin aggregation, absorbance 650 nm, 90 min. inhibition, % at 9.99 µM. 350,000 tested, 0.05% active. AID 651711;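 active = mean replicate inhibition above about 25%, with every replicate also reaching it, limit read from the data, passing the limit was not always enough; inconclusive = only one of those two criteria met; inactive = neither criterion met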
DENV2 CPE rescue = DENV2-induced cell death inhibition; DENV2-infected cells, cytopathic effect rescue, plate reader; CPE inhibition, % at 9.99 µM; 350,000 tested, 1.7% active; in the data active = CPE inhibition above about 20%, passing the limit was not always enough; inconclusive = no clear call, values can overlap the other calls; tested in BHK-21 cells;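 also: 0% = median of neutral control wells and 100% = median of positive control wells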
F508del corr = CFTR F508del correction in bronchial cells | CFBE cells, YFP halide quenching; stimulated with forskolin plus potentiator P3; % fluorescence drop versus neutral controls | activity (quench increase), % at 7.58 µM | 350,000 tested, 0.36% active | AID 720511;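 active = mean added fluorescence quench of at least 8% versus neutral control, with both replicates also reaching 8%; inconclusive = only one of the mean or replicate conditions met; inactive = mean below 8% and not both replicates reaching 8%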;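 also: cells transiently co-express mutant CFTR-F508del with the halide-sensitive YFP; corrector assay measuring rescue of mutant channel to the surface after 24 h compound exposure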
* marks the source's active call; other numbers are inactive results; ? = inconclusive; . = no result given; & = joins results of further samples; [ ] = another dose, or the depositor's remark. Rows are unselected. About 4% of those tested had a hit in this group.

SMILES | miR-122 sensor | CASP6 VEID inh | ERAP1 HTS inh | SIRT5 inh | ERp5 inh | DENV2 CPE rescue | F508del corr
CC(C)N1CCCC(C)(C(=O)Nc2nc3ccccc3n2C)C1 (stereo not given) | -7.1 | 1.6 | -4.5 | 0.5 | 8.6 | -2.2 | 0.4
COc1ccc(CN(C)C[C@@H]2Oc3ccc(NC(=O)Nc4ccc(OC)cc4)cc3C(=O)N([C@H](C)CO)C[C@H]2C)cc1 | 9.8[16.7 µM] | 0.2 | -0.7 | -5.7 | 0.9 | -3.2 | 0.0
O=C(N/N=C/c1ccccn1)c1cc(-c2ccc3ccccc3c2)n[nH]1 | . | -2.1 | -2.4 | -2.6 | -3.3 | 1.0 | .
Cc1oc2cc(O)ccc2c(=O)c1-c1ccccc1 | . | 0.3 | 5.5 | -5.3 | 4.8 | -0.7 | .
Cc1cccc(NC(=O)Nc2cccc3ccccc23)c1 | -2.4 | -1.6 | -2.2 | -3.1 | 0.0 | 12.4 | -1.2
COc1ccc(CN(CCC(c2ccccc2)C2CCOC(C)(C)C2)C(C)=O)cc1 (stereo not given) | -2.5 | 0.2 | 2.0 | 0.1 | -0.4 | 102.1* | 2.4
CC(=O)N1CCN(S(=O)(=O)c2ccc(C)cc2)C1C (stereo not given) | . | 2.3 | -4.4 | -2.6 | -3.5 | 4.7 | -1.3
Clc1ccccc1CSC1=NCCN1 | -1.6 | -1.6 | -8.9 | 11.6 | 0.0 | -0.6 | 0.0
CCN1CCN(C(=O)c2cc(COc3ccc(F)cc3F)on2)[C@@H](C)C1=O | -4.7 | 2.7 | -0.7 | -4.4 | -0.2 | 3.2 | -1.4
CCn1nc(C(=O)Nc2cc(Cl)ccc2-n2cncn2)c2ccccc2c1=O | . | 10.2 | 0.4 | -2.5 | 1.5 | 1.0 | 0.6
C[C@H](CO)N1C[C@H](C)[C@@H](CN(C)C(=O)C2CCC2)Oc2cc(C#CC(C)(C)O)ccc2S1(=O)=O | 26.6[16.7 µM] | -3.2 | -2.6 | 0.0 | 0.2 | ? | -0.7
CCSC1=NCCN1C(=O)c1ccc(S(=O)(=O)N(C)C)cc1 | . | 0.8 | -7.1 | 0.1 | 4.5 | -4.9 | -1.4
O=C(Cc1ccc2c(c1)CCCC2)Nc1ccccc1Br | -4.3 | -0.6 | 3.4 | -2.5 | 3.0 | -1.8 | -2.0
C[C@H]1CCCCO[C@H](CN(C)C(=O)c2ccncc2)[C@@H](C)CN([C@@H](C)CO)C(=O)c2cc(N(C)C)ccc2O1 | 7.2[16.7 µM] | 0.9 | -7.0 | 0.9 | -1.7 | -13.0 | -0.8
Cc1cccc(C(=O)NNC(=O)c2ccccc2O)c1 | -1.7 | -1.0 | -3.7 | -1.1 | 0.2 | -10.9 | -0.1
CC(C)NC(=O)Nc1ccc2c(c1)C(=O)N([C@H](C)CO)C[C@H](C)[C@H](CN(C)C(=O)Nc1ccc3c(c1)OCO3)OCCCC[C@H](C)O2 | -1.7[16.7 µM] | -0.1 | -0.1 | -0.2 | 1.6 | -1.1 | -1.1
COc1ccc(C2=NCCn3nc4cc(OC)ccc4c32)cc1 | -0.9 | 1.5 | . | . | -4.8 | -19.5 | -0.3
CCOC(=O)[C@]12CCC=C1N(Cc1ccccc1)C(=O)[C@H](CC(=O)N1CCCC1)C2 | . | -2.8 | -0.5 | 2.6 | 2.3 | 29.8* | -3.4
COc1cccc(C(=O)N2C[C@@H]3[C@H](c4ccccc42)[C@@H](CO)N3C(=O)c2ccc(F)cc2)c1 | -14.3[16.7 µM] | 0.6 | 2.5 | 0.0 | 2.3 | 15.5 | 1.3
O=C(CCn1c(=O)oc2ccccc21)NCCN1CCOCC1 | -0.3 | 1.8 | 8.9 | -8.0 | 7.7 | 17.4 | -0.3

The closing 3 compounds of the section above open the next one.
SMILES | miR-122 sensor | CASP6 VEID inh | ERAP1 HTS inh | SIRT5 inh | ERp5 inh | DENV2 CPE rescue | F508del corr
CCOC(=O)[C@]12CCC=C1N(Cc1ccccc1)C(=O)[C@H](CC(=O)N1CCCC1)C2 | . | -2.8 | -0.5 | 2.6 | 2.3 | 29.8* | -3.4
COc1cccc(C(=O)N2C[C@@H]3[C@H](c4ccccc42)[C@@H](CO)N3C(=O)c2ccc(F)cc2)c1 | -14.3[16.7 µM] | 0.6 | 2.5 | 0.0 | 2.3 | 15.5 | 1.3
O=C(CCn1c(=O)oc2ccccc21)NCCN1CCOCC1 | -0.3 | 1.8 | 8.9 | -8.0 | 7.7 | 17.4 | -0.3
COc1ccc(OC)c(NC(=O)CSc2nc3c(c(=O)n(C)c(=O)n3C)n2C)c1 | -0.9 | 2.4 | -1.4 | 0.8 | 2.4 | 2.6 | -0.4
COc1ccc(S(=O)(=O)N2CCCCC2C)cc1 (stereo not given) | 9.1 | -1.9 | 0.7 | -4.7 | -3.4 | 14.6 | 0.7
O=C(C1CCCCC1)N1CC(=O)N2[C@@H](CO)[C@H](c3ccc(-c4ccccc4F)cc3)[C@@H]2C1 | . | 1.2 | -1.5 | 8.5 | -1.1 | -3.4 | 0.9
CCN1CCN(C(C(=O)NC2CCCC2)c2ccc(Cl)cc2)CC1 (stereo not given) | -5.9 | -0.3 | -0.6 | -1.2 | 0.4 | -6.3 | 0.8
CCCC(=O)N1CC2(CN(S(=O)(=O)CC)C2)c2c(n(C)c3cc(OC)ccc23)[C@H]1CO | . | . | -2.1 | . | -0.8 | -1.3 | -3.4
COc1cccc(NC(=O)CN(C)C(=O)c2cc(S(=O)(=O)Nc3ccccc3OC)ccc2C)c1 | 11.7 | -3.0 | 2.7 | -2.0 | -2.0 | 2.9 | 0.5
Cc1nc2ccccc2cc1C(=O)N/N=C/c1ccco1 | -5.9 | -2.9 | 1.0 | -4.1 | -1.9 | -15.0 | 2.3
CCCN1[C@@H]2Cn3c(ccc(-c4cccc(F)c4)c3=O)[C@H]1[C@@H](C(=O)NCC)[C@@H]2CO | -0.1[16.7 µM] | 0.3 | -0.1 | -6.6 | -3.4 | 8.2 | 0.7
COc1ccc(C2N(c3cc(Cl)ccc3OC)C(=O)C3CCCN32)cc1 (stereo not given) | -2.6 | 2.4 | -2.3 | . | -2.3 | -1.0 | 2.1
COc1cc(C(=O)N/N=C/c2ccc(OC(=O)c3cccc(C)c3)cc2)ccc1O | -2.3 | 0.9 | 2.7 | -2.5 | -4.3 | 0.5 | -1.8
C[C@@H]1CN([C@@H](C)CO)C(=O)c2cc(NC(=O)Cc3ccccc3)ccc2O[C@@H]1CN(C)Cc1ccc(C(F)(F)F)cc1 | -4.2[16.7 µM] | 0.0 | 2.0 | 14.2 | 3.5 | 19.0 | 1.5
Cc1cn(CC(=O)NCc2ccc(N(C)C)cc2)c(=O)[nH]c1=O | -5.4 | -4.3 | 5.1 | -2.0 | 2.6 | 5.2 | 3.1
O=C(O)c1cccnc1SCc1cn2cc(Cl)ccc2n1 | -1.7 | 2.5 | . | -6.6 | 7.5 | 6.2 | -0.7
COc1cccc(CC(=O)OCC(=O)N(C)CC(=O)Nc2ccccc2Cl)c1 | -2.3 | -2.6 | 0.9 | -1.5 | -8.0 | 5.0 | -11.5
CCCCN1C(=O)C(CC(=O)NCCN2CCOCC2)CC(C(=O)N(C)C)=C1C (stereo not given) | -2.5 | -0.8 | 0.8 | 0.7 | 4.3 | 7.5 | 1.7
C[C@@H]1CN([C@H](C)CO)C(=O)c2cc(NC(=O)NC3CCCCC3)ccc2O[C@H]1CN(C)S(C)(=O)=O | -1.9[16.7 µM] | 1.8&3.5 | 1.8&0.4 | -4.7 | 2.7&2.9 | 2.7 | 1.2&0.7
COc1ccccc1CN(C)C[C@H]1OCc2cn(nn2)CCCC(=O)N([C@H](C)CO)C[C@H]1C | 4.4[16.7 µM] | -0.2 | 3.1 | -6.0 | -0.6 | -0.4 | -0.7
CN(C)/C=N/c1nc2ncc(-c3ccc(Cl)cc3)c(/N=C/N(C)C)n2n1 | 2.7 | 1.3 | 1.8 | -0.7 | 2.3 | 12.8 | -0.3
CC(Cc1ccccc1)N1C(=O)c2cccc([N+](=O)[O-])c2C1=O (stereo not given) | -6.0 | 8.8 | -3.6 | -0.8 | 2.4 | -3.1 | -2.3
C[C@H]1CN([C@@H](C)CO)C(=O)Cc2cc(NS(C)(=O)=O)ccc2O[C@H]1CN(C)Cc1ccc(Cl)c(Cl)c1 | 0.2[16.7 µM] | -0.6 | 1.4 | 3.7 | -3.6 | -6.6 | 0.5
CCCCCCCCN1C(=O)[C@H](CC(=O)NCc2cccc3ccccc23)C[C@@]2(C(=O)OCC)CCCC=C12 | . | -1.7 | -2.0 | -6.4 | 1.4 | -2.5 | -0.9
O=C(C[C@@H]1CC[C@@H](NC(=O)c2ccc(F)cc2)[C@H](CO)O1)NCc1ccncn1 | . | -5.2 | -3.7 | 11.9 | -1.5 | -2.6 | 2.3
COc1ccccc1C(=O)N/C(=C/c1ccccc1)C(=O)Nc1ccc(C(=O)O)cc1 | . | 0.3 | 1.6 | 0.4 | -1.7 | . | -0.2
O=C(COc1coc(CN2CCN(c3ccc(F)cc3)CC2)cc1=O)NC1CCCCC1 | -14.1 | -0.5 | -0.6 | -1.7 | 2.2 | -2.6 | -1.4
CCC(=O)Nc1ccc2c(c1)OC[C@@H](C)N(C(=O)CC1CC1)C[C@@H](C)[C@@H](OC)CN(C)C2=O | 7.3[16.7 µM] | 0.3 | 1.4 | 5.3 | -2.0 | -6.7 | 1.5
C=CCn1c(=O)c2c(nc3n2CCCN3Cc2ccccc2)n(C)c1=O | 1.8 | -2.7 | 5.3 | -4.0 | -5.5 | 0.5 | -0.3
COc1cccc(NC(=O)N[C@H]2C=C[C@@H](CC(=O)N3CCCCC3)O[C@H]2CO)c1 | . | 0.5 | -0.2 | -1.1 | -3.4 | -13.3 | 0.5
CC1(C(=O)NCc2ccccc2)CN(S(C)(=O)=O)CC(=O)N1CCCN1CCOCC1 (stereo not given) | . | -3.4 | -1.9 | 1.6 | 1.4 | -0.3 | -1.4
C[N+](C)(C)CCCCCCCCCC[N+](C)(C)C | -1.2 | -16.9 | 0.0 | 0.0 | 1.8 | 6.3 | -1.7
Cc1cccc(NC(=O)C2CC(=O)N(c3ccc4c(c3)OCCO4)C2)n1 (stereo not given) | -1.9 | 0.9 | -1.0 | -2.7 | 2.3 | -5.9 | 0.7
Cc1ccc(S(=O)(=O)NCCCNC(=O)OCc2ccccc2)cc1 | . | -2.5 | -0.9 | -3.7 | -0.6 | 6.2 | 2.7
COc1ccccc1N1CCN(c2ncnc3n[nH]c(Br)c23)CC1 | . | -2.1 | 5.2 | 3.2 | -5.5 | -1.6 | 1.4
CCOC(=O)c1[nH]c2ccc(OC)cc2c1NC(=S)N1CCN(c2cccc(C)c2C)CC1 | 0.4 | -2.6 | 1.2 | 0.0 | 2.3 | ? | .
COC(=O)/C(=C\c1ccc([N+](=O)[O-])cc1)NC(=O)c1ccccc1 | . | -1.3 | 2.4 | -1.1 | 8.5 | 7.2 | -0.4
CCOC(=O)N(C)c1c(CC)nc2c(OCc3cc(Cl)cc(Cl)c3)cccn12 | -1.0 | . | -3.8 | 1.3 | 2.9 | -4.7 | -0.5
COc1ccc(NC(=O)c2ccc(-c3ccc(C(C)=O)cc3)o2)cn1 | 6.6 | 0.7 | 14.5 | 4.4 | 1.4 | -3.3 | 3.3
CC1CCCN(CC(=O)N2c3ccccc3Sc3ccccc32)C1 (stereo not given) | . | -1.4 | -0.2 | -3.4 | 4.4 | . | 3.1
O=C(O)CCC(=O)N1CCN(Cc2ccc3c(c2)OCO3)CC1 | -1.7 | 5.8 | 0.6 | 0.7 | 3.1 | -2.0 | 0.2
Oc1ccc(Cl)cc1N=Nc1ccccc1 | -5.5 | 0.9 | -1.4 | 1.7 | 3.0 | -2.4 | -1.4
CC(=O)Nc1ccc(S(=O)(=O)Nc2nc3ccccc3nc2Nc2ccc(N)cc2)cc1 | 6.4 | -0.1 | 0.2 | 0.6 | -4.4 | 3.1 | 0.6

Screens as filed in PubChem.
